# Source: PubChem (several laboratories)
# Yeast superoxide – yeast age-related superoxide inhibition as caloric restriction mimetic | superoxide response (% of plate mean), % at 10 µM | S. cerevisiae aged cells, superoxide DHE fluorescence; active compounds read low | 330,000 compounds, 0.18% hits;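 active = superoxide response under a set limit, about three screen SD below normal, cut at about 65% in these data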;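 note: yeast aged for seven days with compound at 30 °C before DHE staining; 100% = average MFI of all compound-treated wells on the plate with controls excluded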
# EBNA-1 inhibitor – blocks EBNA-1 binding to DNA; EBNA-1 DNA binding, fluorescence polarization; inhibition, % at 14.8 µM; 300,000 compounds, 0.34% hits; AID 1950; in the data active = inhibition above about 28%
# HCV core dimer – HCV core protein dimerization inhibition. TR-FRET GST/Flag-core106 dimerization, 1536-well. inhibition, % at 5 µM. 300,000 compounds, 0.33% hits;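 active = inhibition above the mean of all tested compounds plus 3 SD, set per screening campaign, cut at about 45% in these data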
#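 Test system: GST/Flag-tagged HCV core106 proteins; Medium: KF-containing HEPES buffer, pH 7.45, DTT, CHAPS, BSA; Times: compound-protein-antibody incubation 4 h at 22.5 °C; Detection: TR-FRET 671 and 617 nm emission; Benchmarks: wells lacking GST-core106 and wells with excess unlabelled core106.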
# TPT1 inh – blocks Candida albicans tRNA 2'-phosphotransferase. recombinant caTPT1, FP RNA substrate dephosphorylation. 300,000 compounds, 0.81% hits. inhibition, % at 5 µM;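 active = inhibition above the mean of all tested compounds plus 3 SD, set per screening campaign, cut at about 24% in these data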;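 note: plate controls were DMSO alone for no effect and ferristatin control at 100 nM for full effect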
# PP1 counter – blocks human PP1-alpha phosphatase, a PP5 counter-screen; 320,000 compounds, 0.9% hits; purified PP1alpha, OMFP fluorescence; inhibition, % at 6.7 µM; P62136;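 active = inhibition above the mean inhibition of all tested compounds plus 3 SD, computed separately for each screening campaign, cut at about 15% in these data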
# Target sequence (P62136 whole entry, looked up): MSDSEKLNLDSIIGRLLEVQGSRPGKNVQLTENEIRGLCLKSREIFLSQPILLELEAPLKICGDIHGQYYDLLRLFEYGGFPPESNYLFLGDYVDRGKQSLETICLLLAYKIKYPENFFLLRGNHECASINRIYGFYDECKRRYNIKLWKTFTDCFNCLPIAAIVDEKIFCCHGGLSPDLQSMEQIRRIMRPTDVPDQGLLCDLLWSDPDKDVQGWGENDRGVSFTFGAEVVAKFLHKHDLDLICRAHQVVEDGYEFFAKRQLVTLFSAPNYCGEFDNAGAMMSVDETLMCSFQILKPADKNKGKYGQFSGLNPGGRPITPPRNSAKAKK
# PP5 primary – inhibitors of human protein phosphatase 5 (PP5); P53041; purified PP5c, OMFP substrate fluorescence; inhibition, % at 6.7 µM; 320,000 compounds, 0.18% hits; AID 1987;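 active = inhibition above the campaign's mean inhibition across all tested compounds plus 3 SD, cut at about 9.5% in these data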;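 note: 0% = DMSO only and 100% = 100 µM cantharidin control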
# ZTA DNA inh – blocks Epstein-Barr virus ZTA, an EBNA-1 counter-screen. P03206. ZTA-DNA binding, fluorescence polarization. inhibition, % at 11 µM. 320,000 compounds, 0.15% hits. AID 2234; in the data active = inhibition above about 33%
# Target sequence (P03206 whole entry, looked up): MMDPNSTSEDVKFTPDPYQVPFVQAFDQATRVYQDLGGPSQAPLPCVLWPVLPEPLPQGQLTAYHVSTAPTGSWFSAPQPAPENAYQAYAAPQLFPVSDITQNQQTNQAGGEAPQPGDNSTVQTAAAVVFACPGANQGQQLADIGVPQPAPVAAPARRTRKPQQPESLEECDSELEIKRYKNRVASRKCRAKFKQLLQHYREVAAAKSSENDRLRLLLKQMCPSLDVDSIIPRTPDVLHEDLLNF
# CTSL1 counter – blocks F. hepatica cathepsin L1 in PFM18AAP counter-screen; 300,000 compounds, 0.49% hits; AID 1906; inhibition, % at 5.96 µM; recombinant F. hepatica cathepsin L1, Z-Leu-Arg-MCA fluorescence;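 active = inhibition above the mean of all tested compounds plus 3 SD, set per screening campaign, cut at about 17% in these data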;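 note: 0% = plate median of test compound wells and 100% = 1 µM Z-Phe-Ala-diazomethylketone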
# JMJD2C inh – inhibitors of human GASC-1 (JMJD2C) demethylase; Q9H3R0; inhibition, % at 2.35 µM; GST-JMJD2C(1-420) H3K9me3 demethylation, DELFIA europium; 330,000 compounds, 0.069% hits;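 active = more than half of a compound's replicate wells show inhibition beyond 50%, single wells judged on their own value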;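 note: signal counts dimethyl H3K9 product captured on neutravidin plate; 0% = median of DMSO wells and 100% = 0.3 times that DMSO median; strong numbers were not always called active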
# Target sequence (Q9H3R0 1-420 limits assumed): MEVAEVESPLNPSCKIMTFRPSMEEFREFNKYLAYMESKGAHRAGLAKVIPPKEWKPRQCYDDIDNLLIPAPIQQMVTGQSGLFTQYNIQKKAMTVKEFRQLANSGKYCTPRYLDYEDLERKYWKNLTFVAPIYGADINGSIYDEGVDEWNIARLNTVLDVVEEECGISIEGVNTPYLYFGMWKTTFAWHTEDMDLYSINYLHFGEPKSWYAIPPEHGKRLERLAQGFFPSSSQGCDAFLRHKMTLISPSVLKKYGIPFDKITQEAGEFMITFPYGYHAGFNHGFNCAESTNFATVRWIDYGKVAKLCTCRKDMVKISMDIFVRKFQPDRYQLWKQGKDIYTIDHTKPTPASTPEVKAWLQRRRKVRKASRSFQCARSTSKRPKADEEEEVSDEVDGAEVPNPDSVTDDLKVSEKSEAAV
# The depositor's hits bear a star; nt = not tested or not shown. An unsorted share of the library. Share with any hit: about 3.1%.
SMILES,Yeast superoxide,EBNA-1 inhibitor,HCV core dimer,TPT1 inh,PP1 counter,PP5 primary,ZTA DNA inh,CTSL1 counter,JMJD2C inh
Cc1ccc(N2CC(C(=O)Nc3ccccc3N3CCCC3)CC2=O)cc1 (configuration not stated),117.5,2.4,-0.5,-1.5,-3.2,-0.2,5.7,1.1,5.0
CCN(CC(=O)Nc1ccc(OC)cc1)C(=O)Cc1ccsc1,95.3,nt,nt,nt,-0.3,3.1,-5.1,nt,2.8
CC(C)S(=O)(=O)C/C(N)=N/OC(=O)c1cc(Cl)cc(Cl)c1,104.4,4.1,-10.6,-0.9,-1.3,-0.8,12.8,1.0,8.8
Cc1ccc(SCCNC(=O)c2ccccc2F)cc1,104.5,-1.9,10.3,-2.4,0.6,3.6,-14.1,0.6,3.7
CCSC1=C(C#N)C(c2ccc(C)o2)CC(=O)N1 (configuration not stated),102.7,6.2,0.3,0.5,-1.8,2.4,-12.4,-4.5,1.0
COc1ccc(C(CNC(=O)COc2ccc(Cl)c(C)c2)N2CCCCC2)cc1 (configuration not stated),106.3,2.0,8.4,-1.4,-3.9,4.7,-4.5,2.1,-6.2
COc1ccc2c(c1)sc(=N)n2CC(=O)Nc1cc(C)cc(C)c1,101.1,-6.1,-3.3,1.4,4.4,2.8,7.9,2.6,-6.1
O=C(CCN1C(=O)c2ccccc2C1=O)N1CCN(Cc2ccc(Cl)cc2Cl)CC1,99.0,9.2,-1.2,-3.8,3.1,1.2,-21.9,-1.3,19.4
O=C(NCCc1ccccc1)/C(=C\c1ccc([N+](=O)[O-])cc1)NC(=O)c1ccc(Br)cc1,122.5,3.4,10.2,0.1,18.2*,0.9,-5.8,1.4,-2.2
COc1ccc(S(=O)(=O)Nc2cccc(-c3ccc4nncn4n3)c2)cc1F,97.5,1.0,3.0,-0.4,-1.1,-0.1,-0.8,1.7,21.7
COc1ccc(CNC(=O)C(=O)NCC2CCCO2)cc1 (configuration not stated),93.5,-2.4,3.1,1.8,1.3,0.3,13.0,-4.6,27.1
N/C(=N\NC(=O)c1ccc(Cl)cc1)c1cnccn1,104.6,-4.2,-6.4,0.0,-5.4,1.2,-14.5,1.6,36.2
COC(=O)c1c(NC(=O)COC(=O)c2ccc(Cl)nc2)sc(C)c1C,105.3,-7.6,0.6,-2.1,-4.9,-2.2,3.2,4.6,-10.6
Cc1sc2ncnc(N3CCC(C(=O)N(CC(C)C)c4nc5ccccc5s4)CC3)c2c1C,99.5,16.4,14.0,0.9,-2.4,-2.2,9.2,-0.9,-2.9
O=C(Nc1nccs1)c1cc(N2CCOCC2)nc2ccccc12,100.7,-10.3,2.1,-1.5,0.6,-2.6,-2.4,-3.1,-3.8
Cc1csc(=Nc2ccccc2)n1CCCN1CCCC1=O,94.5,2.9,-5.0,1.8,-3.7,-1.2,-3.0,0.6,106.8
OCCCNC(=S)Nc1ccc2nc(-c3ccccn3)c(-c3ccccn3)nc2c1,103.8,5.3,4.0,-14.1,-0.8,5.2,15.8,3.9,-5.0
O=C(NC1CCCCC1)C1CCCN1S(=O)(=O)c1ccc(F)cc1 (configuration not stated),88.2,0.5,0.5,-0.6,-3.9,-0.6,-1.0,-1.8,-8.0
CCOc1ccc(NC(=O)C2CCN(S(=O)(=O)CC)CC2)cc1,103.6,-12.3,-9.5,1.0,-5.6,-4.0,-23.4,11.8,-0.3
O=C(C1CCC1)N1CCN(Cc2ccccc2)CC1,114.3,-10.0,7.5,-0.3,2.9,3.1,1.0,-2.9,11.3
Cc1cc(Cl)c2oc(C(=O)N3CCN(c4ccncc4)CC3)c(C)c2c1,104.0,0.0,-0.1,-2.0,10.4,0.2,-10.7,0.7,-7.5
N#Cc1c(/N=C/c2ccc(-c3ccccc3C(=O)O)o2)sc2c1CCCC2,100.1,-13.8,-0.7,-2.2,-3.3,3.5,-3.9,1.3,1.0
Cc1c(NC(=O)c2c(N)sc3c2CCCC3)c(=O)n(-c2ccccc2)n1C,88.5,-10.9,6.8,-1.3,0.3,-0.2,-3.6,4.2,14.8
O=C(c1cc(S(=O)(=O)N2CCOCC2)ccc1F)N1CCN(Cc2ccccc2)CC1,113.6,10.5,3.5,-1.3,4.5,2.9,-18.9,5.4,4.9
CCS(=O)(=O)c1ccc2oc(Nc3ccc(OC)c(OC)c3)nc2c1,92.6,-13.2,-4.6,0.7,-4.2,-0.1,-12.3,1.7,-0.9
CCOC(=O)c1ccc(Oc2cn[nH]c2-c2ccc(O)cc2O)cc1,130.5,1.0,-1.3,-2.7,-2.1,3.1,2.7,-3.5,-51.0
Cc1ccc(C2C3=C(CC(C)(C)CC3=O)NC3=C2C(=O)c2ccccc23)cc1 (configuration not stated),88.8,1.8,-13.7,-2.9,1.2,3.5,3.7,-1.4,123.5
O=C(Nc1ccccc1N1CCCCC1)c1ccc(Cl)cc1,101.6,-1.6,11.6,-1.4,3.6,-0.2,-5.0,4.0,-2.0
Cn1nc(C(=O)Nc2ccc(Cl)cc2)cc1C(=O)Nc1ccc(Cl)cc1,99.5,-2.8,11.1,-1.6,0.8,1.9,9.9,-3.5,-2.5
CCOc1cc(Br)c(CC(=O)O)cc1OCC,106.2,7.7,-0.2,1.6,0.7,0.0,2.1,-2.1,-1.1
CCOC(=O)c1ccc(NC(=S)NCCc2ccc(F)cc2)cc1,121.1,-24.1,7.7,-3.0,6.2,6.7,-10.4,-3.4,-2.2
O=C(/C=C/c1ccc(S(=O)(=O)N2CCOCC2)cc1)NCc1ccccc1,86.9,5.4,6.6,-3.3,-2.5,-0.7,-11.5,-2.3,1.1
CCCCOC(=O)CSc1nc2ccccc2o1,98.3,8.4,4.2,-2.0,-4.3,-2.1,10.8,-2.1,1.3
COc1ccccc1-c1nnc(SCC(=O)NCc2ccco2)n1N,100.2,6.6,0.9,-2.2,-1.1,1.0,3.4,-1.1,-16.3
Cc1onc(-c2ccccc2Cl)c1C(=O)Nc1cccnc1,93.6,7.1,0.1,-0.2,-2.7,-0.4,6.5,2.7,1.2
CCOC(=O)N/N=C1\CC(C)CC(C)(C)C1 (configuration not stated),117.7,-5.3,-8.2,3.3,3.0,1.4,-1.2,-4.0,1.5
O=C(Nc1ccc(Br)cc1)N1CCc2ccccc2C1,118.3,11.6,8.4,-0.4,-1.5,3.7,3.6,2.8,-8.3
CCN(CC)C(=O)CSc1nnc(-c2ccccn2)n1-c1ccccc1OC,80.1,1.5,-0.6,-1.9,-2.8,-1.4,14.1,-2.8,9.8
O=S(=O)(Nc1c(O)ccc2ccccc12)c1ccc(F)cc1,114.6,-5.8,10.7,1.5,0.7,3.2,-13.6,-5.7,4.6
CCN1CCN(CCCNC(=O)c2ccc3c(c2)N(Cc2ccc(C)cc2)CCS3)CC1,110.9,7.8,-2.7,-2.5,-3.4,2.9,-10.6,-2.0,-2.5
COc1ccc(C(=O)CSc2n[nH]c(N)n2)cc1,100.4,4.8,5.0,-1.3,-1.8,-0.5,12.1,0.3,11.3
CCOC(=O)C1=C(COC(=O)/C=C/c2cccc(OC)c2)NC(=O)NC1C (configuration not stated),96.2,-9.8,0.1,3.0,-2.5,3.7,-6.3,0.6,-4.9
O=C1C2C3C=CC(C3)C2C(=O)N1CCc1ccccc1 (configuration not stated),93.5,8.0,-5.4,-2.4,-3.3,0.1,-3.2,-1.1,nt
O=C(CCCCCNC(=O)N1CCn2c1nc1ccccc12)NCc1ccc(Cl)cc1,131.0,-0.1,9.3,-1.8,-1.9,2.6,-6.6,-3.9,4.6
CN(Cc1cccs1)C(=O)CCNS(=O)(=O)c1ccc(Br)cc1,107.1,nt,nt,nt,0.0,-2.3,5.5,nt,7.3
CCCCc1cc(-c2n[nH]c(=S)o2)c2ccccc2n1,123.9,3.7,-12.5,2.0,4.6,0.1,-8.3,-0.1,0.4
COc1ccc(OCc2nnc(SCC(=O)Nc3ccccc3C#N)o2)cc1,89.0,1.9,6.0,-1.7,1.9,0.5,-2.6,-0.4,-16.6
C=CCn1c(SCC(=O)N(CC)C2CCS(=O)(=O)C2)nc2cc(C(=O)O)ccc2c1=O (configuration not stated),97.5,nt,nt,nt,1.2,2.5,-4.3,nt,-0.2
CCCn1cnc2c(N)c(C)c(C)cc21,118.0,10.9,-4.4,-0.5,-6.5,-0.8,10.3,2.9,12.2
CCc1ccc(N2CC(C(=O)Nc3ccccc3F)CC2=O)cc1 (configuration not stated),91.5,0.7,4.6,-3.1,-1.6,1.7,0.1,-1.5,nt
CC(C)Nc1nc(NC(C)C)nc(Oc2ccc(OCc3ccccc3)nn2)n1,85.8,0.2,-2.0,-10.3,-2.6,-0.2,-0.8,3.1,4.2
Cc1ccc2c(CN3CCN(CCO)CC3)cc(=O)oc2c1,104.7,-5.2,-2.5,-1.1,-0.4,-2.7,-12.9,2.5,-5.6
CCC(CC)=NNC(=O)c1ccccc1OCc1ccc(F)cc1,103.4,3.2,-8.4,1.5,2.7,2.3,-18.7,-3.9,8.1
COC(=O)CC/C(O)=C1\C(=O)CC(C)(C)CC1=NCc1nc2ccccc2[nH]1,89.9,-3.5,0.4,33.7*,-5.7,2.4,-4.4,1.9,-12.9
CCOc1ccc(S(=O)(=O)N2CCN(CN3C(=O)CC4(CCCC4)C3=O)CC2)cc1,86.5,nt,nt,nt,-1.6,0.1,1.2,nt,nt
COc1ccc2nc(/N=C/c3cccc(OC)c3O)sc2c1,85.9,-13.1,-6.1,-2.3,0.8,1.8,-10.2,-1.1,8.3
Cc1ccc(S(=O)(=O)NC(=NCc2ccccc2)c2ccc(F)cc2)cc1,103.7,8.1,9.3,0.4,-1.4,4.0,12.7,3.1,9.5
O=C(O)/C=C/c1ccc(OCc2cccc(F)c2)cc1,97.3,-10.4,0.0,-2.0,-3.1,2.8,-4.1,-3.5,2.5
CN(C)/C=C/C(=O)c1cnc2n(c1=O)CCS2,98.5,-20.9,-0.3,0.6,-1.8,-0.3,-8.2,-2.1,1.4
CC(Oc1ccc2c(-c3ccccc3)cc(=O)oc2c1)C(=O)NCC(O)c1ccccc1 (configuration not stated),107.0,3.6,-3.0,0.3,-2.2,2.4,3.3,4.2,-1.9
# (more compounds)
SMILES,Yeast superoxide,EBNA-1 inhibitor,HCV core dimer,TPT1 inh,PP1 counter,PP5 primary,ZTA DNA inh,CTSL1 counter,JMJD2C inh
Cc1nn(Cc2ccc([N+](=O)[O-])cc2)c(=O)n1-c1ccccc1,107.4,2.6,-10.3,-3.3,0.4,3.1,-0.1,3.4,-1.0
Cc1ccn2c(=O)nc(SCC(=O)N3CCN(c4ccccc4)CC3)nc2c1,111.4,0.7,20.9,0.1,-2.2,0.3,6.3,1.2,-6.5
CC(=O)NCCc1nc2ccccc2n1CCOc1ccc(C)cc1,108.9,6.7,1.5,4.4,0.2,6.8,3.7,-3.3,0.6
Cc1cc(NC(=O)CN2CCC(C)CC2)no1,123.1,1.6,-6.6,-5.9,-0.6,2.5,-26.2,-1.3,-10.9

# Complete entries, looked up by structure.
# CC(=O)NCCc1nc2ccccc2n1CCOc1ccc(C)cc1 as listed: Yeast superoxide: 108.9; EBNA-1 inhibitor: 6.7; HCV core dimer: 1.5; TPT1 inh: 4.4; PP1 counter: 0.2; PP5 primary: 6.8; ZTA DNA inh: 3.7; CTSL1 counter: -3.3; JMJD2C inh: 0.6
# Cc1cc(NC(=O)CN2CCC(C)CC2)no1 as listed: Yeast superoxide: 123.1; EBNA-1 inhibitor: 1.6; HCV core dimer: -6.6; TPT1 inh: -5.9; PP1 counter: -0.6; PP5 primary: 2.5; ZTA DNA inh: -26.2; CTSL1 counter: -1.3; JMJD2C inh: -10.9

# Looked up above.
# PP1 counter with Cc1cc(NC(=O)CN2CCC(C)CC2)no1 = -0.6
# TPT1 inh with Cc1ccn2c(=O)nc(SCC(=O)N3CCN(c4ccccc4)CC3)nc2c1 = 0.1
# TPT1 inh with Cc1nn(Cc2ccc([N+](=O)[O-])cc2)c(=O)n1-c1ccccc1 = -3.3
